Screens deposited in PubChem BioAssay by several laboratories.
EBNA-1 inh – blocks EBNA-1 binding to DNA | EBNA-1 DNA binding, fluorescence polarization | inhibition, % at 14.8 µM | actives 0.34% (n = 300,000); in the data active means inhibition above about 28%
MEP2-GFP yeast – yeast TOR pathway MEP2-GFP modulation | S. cerevisiae MEP2-GFP strain, flow cytometry GFP, 3 h; 100% = DMSO control level | GFP response vs DMSO, % at 10 µM | actives 0.51% (n = 330,000);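 active means GFP response versus DMSO above a set limit, roughly screen mean plus 3 SD, cut at about 180% in these data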;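 further: median GFP fluorescence of the barcode-gated MEP2-GFP cells per well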
proCasp3 act – procaspase-3 (human) activation; P42574; recombinant procaspase-3 D3A, Ac-DEVD-pNA absorbance 405 nm; activation, % at 8.5 µM; actives 0.11% (n = 330,000);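 active means activation above the mean of all tested compounds plus 3 SD, cut at about 21% in these data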;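 further: 0% = DMSO alone and 100% = DMSO wells spiked with extra 5 µM PC-3 D3A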
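Evaluation: percent activation relative to control range; Material: Procaspase-3 D3A mutant, all three cleavage aspartates alanine; Compound: single dose, 8.5 µM nominal compound, 0.8% DMSO; Replication: one well per compound; Signal: absorbance at 405 nm, 0 and 120 min; Schedule: 1 h preincubation plus 2 h reaction at 25 °C.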
LAP4 TOR yeast – yeast TOR pathway LAP4-GFP modulation. S. cerevisiae LAP4-GFP multiplex, flow cytometry GFP, 3 h; median GFP as percent of DMSO wells. GFP response vs DMSO, % at 10 µM. actives 0.34% (n = 320,000). AID 2023;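 active means GFP response vs DMSO above a set limit, about the screen mean plus 3 SD, cut at about 150% in these data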
AHR activator – activates the human aryl hydrocarbon receptor; P35869; AHR-responsive luciferase reporter cells, luminescence; activation, % at 5 µM; actives 2.5% (n = 320,000); AID 2796; in the data active means activation above about 47%;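 further: 0% = vehicle wells and 100% = reference agonist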
proCasp7 act – counter-screen: procaspase-7 (human) activation. actives 0.093% (n = 330,000). recombinant procaspase-7, Ac-DEVD-pNA absorbance 405 nm; D23A/D198A/D206A triple mutant, cannot self-cleave; scale: DMSO 0, 5 µM enzyme 100. AID 463210. activation, % at 8.5 µM;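 active means percent activation above the screen-wide mean plus 3 SD, cut at about 25% in these data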
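Test system: Procaspase-7 triple mutant (PC-7 D3A). Also added: Ac-DEVD-pNA substrate, 400 µM as added. Schedule: 1 h enzyme–compound preincubation and 2 h substrate reaction, both 25 °C. Signal: p-Nitroaniline absorbance at 405 nm, read at 0 and 120 min. Control set: low DMSO alone, high DMSO plus 5 µM PC-7.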
RPL19A-GFP yeast – alters RPL19A-GFP fluorescence in TOR pathway yeast screen; actives 0.3% (n = 330,000); percent response vs DMSO, % at 10 µM; AID 2025; S. cerevisiae RPL19A-GFP strain, flow cytometry, 3 h; stronger effect = lower value;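 active means percent response vs DMSO below 50%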;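 further: median channel GFP fluorescence of the barcoded RPL19A-GFP strain; ratio of sample median GFP to plate DMSO average so 100% = DMSO; lower means less RPL19A-GFP as with rapamycin TOR inhibition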
ZTA DNA inh – blocks Epstein-Barr virus ZTA, an EBNA-1 counter-screen. ZTA-DNA binding, fluorescence polarization. inhibition, % at 11 µM. actives 0.15% (n = 320,000). AID 2234; in the data active means inhibition above about 33%
* hit, by the source's call; . = not tested or not shown; [ ] = dose if it differs, or a comment.

entry	SMILES	proCasp3 act	proCasp7 act	ZTA DNA inh	MEP2-GFP yeast	RPL19A-GFP yeast	EBNA-1 inh	AHR activator	LAP4 TOR yeast
1	O=C(Cc1cccc(NC(=O)C2CCN(C(=O)C3CC3)CC2)c1)Nc1cccc(C(=O)N2CCCC2)c1	-9	8	-10	95	96	.	-1	103
2	c1ccc2[nH]c(CN3CCCCCC3)nc2c1	4	2	-6	111	80	0	2	89
3	CC(C)Cc1nnc(NC(=O)CCC(=O)N2CCOCC2)s1	9	-2	-10	90	108	3	-2	92
4	CCC(CC)c1nc(C#N)c(NC(C)c2ccccc2)o1 (stereo not given)	-5	-2	13	98	96	4	-1	82
5	CN(C)C(CNC(=O)c1ccc(NC(=O)c2cccs2)cc1)c1ccccc1 (stereo not given)	9	9	-4	108	108	7	0	104
6	O=C(c1ccccc1)c1sc(N2CCCCCC2)nc1-c1ccccc1	-21	-23	-4	100	99	-15	3	94
7	Cc1c(C(=O)N2CCCCCC2)c(S(=O)(=O)Nc2ccccc2F)c(C)n1C	2	-1	-3	94	100	-1	-3	91
8	C=CCn1c(SCC(=O)Nc2ccc(C(=O)OC(C)C)cc2)nnc1-c1cccs1	1	11	-9	93	97	5	7	95
9	CC(C)(C)c1nn(-c2ccccc2)c2[nH]c(=O)c(CNCc3ccc4c(c3)OCO4)cc12	6	5	-1	100	98	-5	0	99
10	Clc1ccc(NC2=NCCCCC2)cc1	0	-4	4	99	87	5	0	91
11	CC1CC(Nc2ccccc2N)=CC(=O)O1 (stereo not given)	-6	12	-1	103	99	-19	11	100
12	Cc1cc(Cl)cc(Cl)c1CNc1c([N+](=O)[O-])c(=O)oc2ccccc12	-1	5	-1	98	99	4	3	89
13	COc1ccccc1NCC(=O)c1ccc(C)c(C)c1	-1	3	5	107	98	-2	-4	113
14	COc1ccccc1CNC(=O)[C@H](C)NC(=O)C1CCN(C(=O)[C@@H]2CCCN2C(=O)OC(C)(C)C)CC1	5	1	2	111	100	11	0	110
15	CC(=O)C1=C(C)NC(C)=C(C(C)=O)C1c1cccs1	-1	6	-1	113	100	-7	1	93

Other structures:
entry	SMILES	proCasp3 act	proCasp7 act	ZTA DNA inh	MEP2-GFP yeast	RPL19A-GFP yeast	EBNA-1 inh	AHR activator	LAP4 TOR yeast
16	CCNC(=S)NS(=O)(=O)c1ccc(F)cc1	-5	-8	9	100	99	3	-1	106
17	O=S(=O)(NC1CCCCC1Nc1ccccc1)c1ccccc1 (stereo not given)	7	-9	-5	103	108	-9	3	92
18	c1ccc(-c2ccc(-c3ccncn3)cc2)cc1	2	2	21	102	99	4	17	136
19	Cc1cccc(-c2n[nH]c(=S)n2-c2ccccc2)c1[N+](=O)[O-]	-19	-17	13	90	93	6	-3	106
20	COc1ccc(N=Nc2ccc(O)c(P(=O)(c3ccccc3)c3ccccc3)c2)cc1	4	0	1	95	92	-3	1	104
21	COCC(C)NS(=O)(=O)c1ccc(NC(=O)C(Cc2ccccc2)NC(N)=O)cc1 (stereo not given)	1	8	-5	99	98	-7	-2	107
22	CC(C)Nc1ccc(C(CC(N)=O)NC(=O)Cc2cccc3ccccc23)cc1[N+](=O)[O-] (stereo not given)	1	-1	-10	101	106	-11	1	109
23	CCC(C)C(NC(=O)C1CCC(C)CC1)C(=O)NC(CCSC)C(=O)OC (stereo not given)	1	8	9	99	98	6	1	99
24	O=C(Nc1cccc(Cl)c1)c1cncn1-c1ccc(F)cc1	-5	0	2	112	106	-12	17	101
25	CCC(=O)N1CCN=C1SCc1ccccc1Cl	11	-1	3	100	101	2	4	97
26	C#CCOCCOCCOCCNc1nc(N2CCN(C(=O)[C@H](Cc3ccc(O)cc3)n3cc([C@@H](N)C(C)CC)nn3)CC2)nc(N2CCN(C(=O)[C@H](Cc3cc4ccccc4[nH]3)n3cc([C@@H](N)CC(C)C)nn3)CC2)n1 (stereo not given in full)	3	5	9	87	95	3	12	128
27	O=C(N/N=C/C=C/c1ccccc1[N+](=O)[O-])c1cc(-c2ccccc2)n[nH]1	-1	-1	-4	100	101	1	13	92
28	COc1ccc(NS(=O)(=O)c2cccc(C(=O)Nc3ccccc3C(=O)O)c2)cc1	0	-2	-2	115	108	5	1	86
29	COc1ccccc1C(=O)Nc1ccc2c(c1)CCCN2C(=O)c1cccs1	6	-2	6	103	94	-7	17	101
30	Cc1cccc(NC(=O)CCCN2C(=O)C(c3ccccc3)Oc3cccnc32)c1C (stereo not given)	0	1	-11	103	97	-5	1	92

Further compounds follow:
entry	SMILES	proCasp3 act	proCasp7 act	ZTA DNA inh	MEP2-GFP yeast	RPL19A-GFP yeast	EBNA-1 inh	AHR activator	LAP4 TOR yeast
31	CS(=O)(=O)c1ccc2nc(NC(=O)c3ccco3)sc2c1	-20	-23	17	99	98	1	4	103
32	CSCCC(NC(=O)c1ccco1)C(=O)NC1CCCCCC1 (stereo not given)	8	1	10	88	95	8	4	96
33	COc1ccccc1N1CCN(Cc2nc3ccccc3c(=O)n2CC(C)=O)CC1	3	15	16	94	.	5	5	98
34	COc1ccc(S(=O)(=O)Oc2c(OC)cc(C(=S)N3CCOCC3)cc2OC)cc1	1	-1	3	98	100	2	0	86
35	Cc1ccc(C2(O)CN(c3ccccc3)C3=[N+]2CCS3)cc1 (stereo not given)	-3	-5	8	101	100	12	-3	110
36	COCCOC(=O)/C(=C/c1ccc(OC(=O)c2ccccc2)cc1)C(C)=O	0	11	14	88	94	5	-3	132
37	COc1ccccc1CCNC(=O)c1ccc(Br)s1	-9	7	1	104	110	13	-4	112
38	COc1ccc(CN(C(=O)c2snc(C(N)=O)c2N)C(C(=O)NC(C)(C)C)c2ccco2)cc1 (stereo not given)	-8	-1	4	96	.	0	-3	96
39	O=c1cc(CN2CCN(CCO)CC2)c2cc3c(cc2o1)CCC3	7	4	-6	101	100	-1	1	99
40	Cc1ccc(C)c(NC2=NS(=O)(=O)c3ccccc32)c1	-4	-3	-3	104	101	-8	0	101
41	CC1(C)CC(=O)C=C(Nc2cccc(C(F)(F)F)c2)C1	0	-2	-8	97	98	-1	5	108
42	COc1cccc(-n2cc(C(=O)NC(C)C)c3ccccc3c2=O)c1	2	4	155*	115	105	-7	2	97
43	CCOc1ccc(-n2c(SC)nc3c(c2=O)SCC3)cc1	-2	-2	-10	94	95	-5	0	98
44	COc1ccc(NC(=O)COC(=O)Cn2cnc3ccccc3c2=O)c(OC)c1	1	1	-6	98	101	.	0	101
45	COc1ccc(C2c3[nH]c4ccccc4c3CCN2C(=O)c2cn3ccccc3n2)c(F)c1 (stereo not given)	-3	-5	1	97	98	-22	18	106

Later entries.
entry	SMILES	proCasp3 act	proCasp7 act	ZTA DNA inh	MEP2-GFP yeast	RPL19A-GFP yeast	EBNA-1 inh	AHR activator	LAP4 TOR yeast
46	CC1CCC(C(C)C)C2=C1C(C#N)(C#N)C(C#N)(C#N)C(c1ccccc1)N2 (stereo not given)	-5	-12	-1	100	106	-4	6	97
47	CC1CC(C)CN(CCCNC(=O)C2CCN(c3nnc(-n4cccc4)s3)CC2)C1 (stereo not given)	11	4	8	91	90	-9	-1	90
48	COc1cc(CN2CCC(C(N)=O)CC2)ccc1OCc1ccccc1	-11	-6	-4	102[may fluoresce violet]	100[may fluoresce violet]	-15	6	67[may fluoresce violet]
49	O=C(COc1ccc([N+](=O)[O-])cc1)NNC(=S)NC(=O)c1ccc(Br)cc1	-5	-14	2	106	100	-9	6	103
50	COc1cc(OC)c(S(=O)(=O)N2CCN(C(=O)c3ccccc3F)CC2)cc1NC(C)=O	2	11	16	100	100	1	-2	105
51	COC(=O)c1c(NC(=O)Cc2ccc(OC)c(S(=O)(=O)N3CCOCC3)c2)sc(C)c1C	7	5	-13	103	100	0	1	104
52	CCCCCCCc1ccc(C2NC(=S)NC3=C2C(=O)c2ccccc23)cc1 (stereo not given)	-5	-6	1	107	107	-6	1	105
53	CN(CC1CCCO1)S(=O)(=O)c1ccc(C(=O)Nc2nc(-c3ccccn3)cs2)cc1 (stereo not given)	3	3	13	100	95	9	8	111
54	CCOC(=O)c1c(O)c2ccccc2n(CC)c1=O	0	-4	-20	106	74	-10	10	142
55	CCN(CC(=O)NCc1cccs1)CC(=O)Nc1c(Cl)ccc(C)c1Cl	5	-9	12	104	96	.	-1	98
56	C[C@H](NC(=O)c1ccco1)C(=O)Nc1ccc2c(c1)OCO2	1	2	-18	98	91	-6	4	93
57	O=C(NNC(=O)c1cccs1)c1ccc(Cl)c(S(=O)(=O)N2CCCC2)c1	4	9	.	101	99	.	4	99
58	COc1ccc2c3n([n+]([O-])c2c1)CCN=C3c1ccc(Cl)cc1	2	0	5	110	104	4	26	109
59	O=C(CSc1nc2ncc(Br)cc2[nH]1)Nc1ccccc1-c1ccccc1	9	3	17	96	96	-7	2	89
60	CCN(CC(=O)Nc1cc(S(=O)(=O)N2CCOCC2)ccc1Cl)Cc1ccccc1	2	1	-26	790*	215	.	1	670*

Later entries
entry	SMILES	proCasp3 act	proCasp7 act	ZTA DNA inh	MEP2-GFP yeast	RPL19A-GFP yeast	EBNA-1 inh	AHR activator	LAP4 TOR yeast
61	COc1ccc(S(=O)(=O)N(C)CC(=O)NCc2cccnc2)cc1C	-3	-8	-1	104	101	-7	0	107
62	O=C(C1CCCN(S(=O)(=O)c2cccc3nsnc23)C1)N1CCc2ccccc2C1 (stereo not given)	-9	-1	-9	96	93	-3	12	88
63	COc1ccc(N2CCN(CC(O)COCCOc3ccc(Br)cc3)CC2)cc1 (stereo not given)	6	-6	-20	88	94	-10	2	90
64	N#CCN1CCC(c2cc(-c3ccco3)n[nH]2)CC1	-17	-33	4	102	104	4	5	114
65	O=C(NCc1cccnc1)c1cc(-c2ccccc2)on1	-2	-2	0	105	104	-1	7	110
66	CCCc1cc(=O)oc2cc(OCC(=O)NCCCN3CCOCC3)c(Cl)cc12	-6	-7	-5	93	97	1	0	90
67	COC(=O)c1sccc1NC(=O)c1c(C)cc(=O)oc1C	-5	3	4	100	96	-14	1	92
68	CCOC(=O)C1=C(c2ccccc2)Nc2ncnn2C1c1ccc(C(=O)O)cc1 (stereo not given)	3	-2	-19	92	96	-1	0	101
69	CCOc1ccc(NC(=O)N2CCC(NC(=O)c3ccco3)CC2)cc1	2	13	5	97	103	-1	3	101
70	COc1ccc2c(C)cc3n[nH]c(=S)n3c2c1	-15	-41	-3	104	95	1	29	110
71	CCC1Oc2ccc(C)cc2N(CC(=O)NCCc2ccc(OC)c(OC)c2)C1=O (stereo not given)	3	-3	-20	94	95	-7	2	93
72	C=CCNC(=O)COc1ccc(Oc2ccccc2)cc1	-2	-5	-6	98	98	-20	5	118
73	COc1ccc([N+](=O)[O-])c(OC)c1C(=O)NC(=O)Nc1nc(C)nc(C)n1	2	8	-11	93	100	3	-1	99
74	COc1cc(NC(C)CCc2ccccc2)cc(OC)c1OC (stereo not given)	-15	-4	-4	107	104	-10	6	101
75	O=C(COC(=O)/C=C/c1ccc(C(F)(F)F)cc1)NCC1CCCO1 (stereo not given)	-4	2	-4	102	99	-4	-1	112
76	O=C(O)c1cc(-c2ccccc2)nc(-c2ccccc2)c1	6	3	2	94	99	.	4	100

Compounds as they come (roughly 3.8% active in at least one column).
